# High-throughput results: PubChem, several laboratories
# aDG glyco up: alpha-DG glycosylation activation | AID 624168 | activation, % at 10 µM | Pro5-aDG cells, alpha-DG glycosylation AlphaScreen (IIH6); 0% Pro5, 100% B10-LARGE cell signal | 360,000 compounds, 0.22% hits;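 active = activation of at least 8% versus controls, or a plate z-score of at least 8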;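 note: Pro5 are CHO cells carrying HIG-tagged alpha-DG that lacks glycosylation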
# Vif inh: HIV Vif inhibition; AID 602346; inhibition, % at 7.49 µM; HEK293T cells, Vif self-association by quenched fluorescence, imaging, 24 h; 340,000 compounds, 0.35% hits; in the data active = inhibition above about 50%, passing the limit was not always enough; note: some results filed as inactive read as strong as hits
# m5-HT2A agonist: activates the mouse 5-HT2A serotonin receptor; P35363; CHO-K1 mHTR2A beta-arrestin complementation, luminescence; percent of 30 µM serotonin response; activation, % at 7.6 µM; 360,000 compounds, 0.66% hits; AID 624169;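 active = activation above a run cutoff, the mean activation of all tested compounds plus 3 SD, cut at about 14% in these data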;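 note: 0% = plate median of compound wells and 100% = 30 µM serotonin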
# Target sequence (P35363 whole entry, looked up): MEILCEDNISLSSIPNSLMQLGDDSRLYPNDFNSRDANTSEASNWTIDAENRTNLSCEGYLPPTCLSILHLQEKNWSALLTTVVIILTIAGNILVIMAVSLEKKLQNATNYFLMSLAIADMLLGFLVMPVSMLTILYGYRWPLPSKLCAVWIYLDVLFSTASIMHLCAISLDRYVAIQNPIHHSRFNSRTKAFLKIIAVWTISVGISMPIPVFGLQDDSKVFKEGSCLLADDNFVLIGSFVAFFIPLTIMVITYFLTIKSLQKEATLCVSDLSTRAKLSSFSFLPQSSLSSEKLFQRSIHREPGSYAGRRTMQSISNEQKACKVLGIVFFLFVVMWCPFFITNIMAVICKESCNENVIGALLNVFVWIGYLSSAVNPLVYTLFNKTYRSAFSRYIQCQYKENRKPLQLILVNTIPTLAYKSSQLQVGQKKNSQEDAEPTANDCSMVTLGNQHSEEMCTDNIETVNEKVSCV
# ABCB6 inh 2: human ABCB6 transporter inhibition | Q9NP58 | K562-ABCB6 porphyrin accumulation, flow cytometry, 1 h; hits give low values | fluorescence ratio to DMSO, % at 10 µM | 360,000 compounds, 0.19% hits | AID 602162;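 active = fluorescence ratio to DMSO below 75%, the collection mean minus 3 SD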;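 note: signal is porphyrin accumulated inside mitochondria; 100% equals median channel fluorescence of DMSO control wells; lower ratio means ABCB6 inhibition with less porphyrin fluorescence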
# Granule exo inh: lytic granule exocytosis inhibition | TALL-104 LAMP-1 surface exposure, flow cytometry; cells stimulated with thapsigargin and PMA | inhibition, % at 10 µM | 360,000 compounds, 0.66% hits | AID 651702;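 active = inhibition above about 55%, limit read from the data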
# PDI inh: PDI (human) enzyme inhibition; PDI insulin aggregation turbidity, A650, 90 min; inhibition, % at 10 µM; 350,000 compounds, 0.052% hits; AID 588391;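 active = mean inhibition across replicates of 30% or more, whatever share of single replicates reach that level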;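 note: absorbance from insulin aggregation driven by PDI reduction with DTT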
# Target sequence (P07237 whole entry, looked up): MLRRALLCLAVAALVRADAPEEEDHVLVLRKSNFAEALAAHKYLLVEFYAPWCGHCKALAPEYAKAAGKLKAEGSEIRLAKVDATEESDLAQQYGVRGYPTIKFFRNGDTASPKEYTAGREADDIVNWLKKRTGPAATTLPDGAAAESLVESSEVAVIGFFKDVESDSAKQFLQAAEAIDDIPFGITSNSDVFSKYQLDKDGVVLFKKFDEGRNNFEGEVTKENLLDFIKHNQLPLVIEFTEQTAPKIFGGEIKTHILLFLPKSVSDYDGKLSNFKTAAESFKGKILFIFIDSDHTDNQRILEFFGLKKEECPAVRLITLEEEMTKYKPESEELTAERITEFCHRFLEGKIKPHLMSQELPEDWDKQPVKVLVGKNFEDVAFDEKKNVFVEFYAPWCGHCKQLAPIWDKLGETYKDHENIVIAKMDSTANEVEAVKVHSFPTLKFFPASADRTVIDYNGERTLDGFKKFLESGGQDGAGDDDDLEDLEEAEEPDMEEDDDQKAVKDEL
# iPSC survival up: increases survival of single human iPS cells; 360,000 compounds, 0.044% hits; hiPSC single-cell survival, ATPlite luminescence; 100% = ROCK inhibitor wells, 0% = DMSO; survival enhancement, % at 20 µM; in the data active = survival enhancement above about 18%;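 note: cells exposed to compounds for 16 hours before the ATP read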
# CaV13 ICDI inh: Disruptors of the CACNA1D IQ motif to Ca2+-dependent inactivation inhibitor domain association, primary screening, Förster resonance energy transfer in intact living … | HEK cells, CFP/YFP FRET ICDI-IQ, plate reader, 10 min; percent FRET-ratio fall versus neutral wells | inhibition, % at 12.3 µM | 340,000 compounds, 0.098% hits | AID 743397;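 active = mean replicate inhibition of at least 30% and at least 1% of replicates passing that level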;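 note: 0% = median of the neutral control wells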
# H9c2 protect: modulators protecting cardiomyocytes from myocardial damage | 360,000 compounds, 0.63% hits | AID 588492 | protection from H2O2 cell death, % at 20 µM | H9c2 cardiomyocytes, H2O2 injury protection, ATPLite, 2 h;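 active = compounds giving at least 50% protection of heart cells from peroxide-induced death in the single-dose screen, raw or plate-pattern-corrected value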;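 note: 0% = DMSO wells with peroxide and 100% = DMSO wells without peroxide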
# N-glyco inh: N-linked glycosylation inhibition | D54 ERlucT glycosylation luciferase reporter, 24 h; percent of 100 nM tunicamycin response | reporter increase, % at 12.5 µM | 360,000 compounds, 0.23% hits | AID 588692;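 active = mean luciferase reporter signal, scaled so untreated is 0 and the glycosylation-blocking control 100, at or above a set limit in every replicate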;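 note: luciferase carries N-glycosylation sites so blocking glycosylation raises the light; 0% = median of neutral control wells and 100% = median of 100 nM tunicamycin wells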
# * hit, by the source's call; x = no result given.
SMILES,aDG glyco up,Vif inh,m5-HT2A agonist,ABCB6 inh 2,Granule exo inh,PDI inh,iPSC survival up,CaV13 ICDI inh,H9c2 protect,N-glyco inh
O=C(COC(=O)c1cc([N+](=O)[O-])ccc1NCc1ccccc1)NC1CCCCC1,0.1,1,11,97,-3,-3,-1.5,-4,-4,3
COc1ccc(NC(C)=[N+](C)CCNS(=O)(=O)c2ccc(Cl)cc2)cc1,0.2,5,0,90,8,9,-0.5,x,-1,-1
COc1cccc(CNC(=O)[C@@H]2CCCN2C(=O)[C@@H]2CCCN2S(=O)(=O)c2ccc(OC)c(C)c2)c1,0.0,x,0,98,3,x,-0.6,-7,x,x
COc1ccccc1CNC(=O)C1CCN(S(=O)(=O)c2ccc3c(c2)CC(C)N3C(=O)C2CC2)CC1 (centres undefined),0.0,0,8,98,0,4,-0.6,-7,-6,-7
Cc1cc(C(=O)N2CCCc3ccccc32)no1,0.0,-7,7,95,3,2,-1.1,-8,5,0
CCOC(=O)c1cc2c(nc1N)CC(C)(C)OC2,0.0,2,-1,114,-4,8,4.6,x,15,-2
COC(=O)[C@H](Cc1ccccc1)NC(=O)N1CC(C)OC(C)C1 (some centres undefined),0.0,-2,8,103,2,0,-1.1,x,-5,2
OC[C@@H]1CN(Cc2ccc(Cl)cc2)C[C@H](n2cnc3c(N4CCCC4)ncnc32)O1,0.3,-1,4,96,6,3,3.4,-2,-3,-1
CC(C)(C)C(=O)Nc1ccccc1N1CCN(C(=O)c2ccc(Cl)cc2)CC1,0.3,-4,-1,89,6,-39,-2.3,-4,-20,0
COc1ccccc1NC(=O)c1ccc(NC2=NC3CS(=O)(=O)CC3S2)cc1 (centres undefined),-0.1,3,6,99,0,x,3.2,-1,7,0
COC(=O)c1cc(Nc2cc(C)c3ccc(O)cc3n2)cc(C(=O)OC)c1,0.0,-3,3,100,-3,6,-0.9,-2,3,-7
Cc1ccccc1NC(=S)NC(=O)c1cc(-c2ccccc2)nc2ccccc12,-0.1,6,4,101,-1,2,-1.4,x,3,-6
COc1ccc([C@H]2C[C@H](O)[C@@H](n3cc(COC(=O)c4ccccc4)nn3)CN2CC2CCCCC2)cc1,0.4,13,8,108,1,-1,-0.7,-6,-31,-2
O=C(NNC(=O)C1CC(c2cccs2)=NO1)Nc1ccccc1 (centres undefined),0.1,-8,0,95,-2,-5,-0.4,x,2,-1
O=C(CN(c1ccc(F)cc1)S(=O)(=O)c1ccc2c(c1)OCCO2)NCc1ccccn1,0.1,10,0,99,-2,-2,0.0,-5,-3,0
COc1ccc(CCN2C(=O)NC(NS(=O)(=O)c3ccc(NC(C)=O)cc3)(C(F)(F)F)C2=O)cc1OC (centres undefined),-0.2,-2,0,96,-4,-2,-0.4,6,-2,1
Cc1ccc([C@H]2N[C@]3(CCCN(Cc4ccc(Br)cc4)C3=O)[C@H]3C(=O)N(C)C(=O)[C@@H]23)cc1,0.7,-1,5,98,2,-7,-3.1,-4,-4,0
Cc1ccc(OC(=O)c2ccc3snnc3c2)cc1,0.2,5,-5,95,0,-5,-0.3,-6,-11,3
CCN(CC(=O)Nc1ccc(NC(C)=O)cc1)C(=O)COc1ccccc1-c1ccccc1,0.1,2,5,95,9,6,2.2,-5,16,-3
C#CCSc1nc2[nH]ncc2c(=O)[nH]1,0.1,9,1,103,3,6,-0.8,-2,9,1
CCOC(=O)Cc1cc(-c2ccc(O)cc2)nc2ccc3ccccc3c12,0.2,-10,-2,96,11,-5,-1.5,-5,0,0
COc1ccc2[nH]c(C)c(CCN(Cc3cccs3)C(=S)Nc3ccc(F)cc3)c2c1,0.0,4,-1,121,-3,-10,-2.1,x,-2,-2
Cc1ccccc1CC1(CO)CCCN(C(=O)c2cc(-c3ccccc3)no2)C1 (centres undefined),-0.1,-9,14,104,2,-4,-1.7,3,-5,-2
O=C(c1ccccc1)N1CCc2ccccc21,-0.1,x,5,97,1,-2,5.5,-5,0,0
Cc1ccc(N(CC(=O)NCc2ccccc2)C(=O)CCC(=O)Nc2nccs2)cc1,0.1,-13,-5,99,8,-3,-0.5,-3,5,2
CCc1nc2ccc(C(=O)NC3CCN(Cc4ccccc4)CC3)cn2c1N(C)Cc1ccc(N(C)C)cc1,-0.2,3,-1,100,27,0,-2.0,-4,3,-6
O=C(Nc1cccc(O)c1)c1cccc(S(=O)(=O)N2CCCCCC2)c1,0.1,-31,-3,97,59*,9,-0.3,-4,-4,2
CCN1CCN(C(=O)CSCc2nc(-c3ccc(OC)c(OC)c3)oc2C)CC1,0.1,-3,1,99,1,x,-0.4,-2,7,2
CCC(C)(C)n1nnnc1CN1CCC(O)(c2cccc(C(F)(F)F)c2)CC1,0.0,-10,-2,99,0,5,-1.1,-1,-7,-1
CNc1c(NS(=O)(=O)c2ccc(Cl)cc2)c(=O)oc2ccccc12,0.3,-5,-8,96,-2,11,-0.4,-3,10,1
CCOCCN1CCN(C(=O)CN2CCCC2=O)CC1,-0.1,5,-1,94,2,-1,-0.6,-3,1,1
COc1cccc(/C=N/n2c(COc3ccccc3)n[nH]c2=S)c1OC,0.0,6,12,95,6,-3,-0.4,-19,-5,1
Oc1ccccc1N1CCN(c2ccc3ccccc3n2)CC1,-0.1,13,9,100,66*,-12,0.3,-4,-10,-7
CC(C)CNC(=O)COC(=O)CCC(=O)c1ccc(Cl)cc1,-0.2,19,2,90,12,-2,0.3,-3,7,2
COc1ccc(NC(=O)Cn2nnc(C(=O)NCc3ccc(C)cc3)c2N)cc1OC,2.5,-1,6,105,-6,15,-0.4,-7,-3,5
Cc1oncc1-c1cn2ccccc2n1,0.3,11,-3,105,-2,-2,3.3,-2,2,2
CCCS(=O)(=O)N1CCCC(c2nc(-c3cccc(OC)c3)no2)C1 (centres undefined),0.1,-3,0,95,-2,5,0.6,x,-2,-1
COc1ccc(C(=O)NC2CCCc3ccccc32)cc1Br (centres undefined),0.2,3,4,91,11,9,-0.2,-7,1,-1
Cc1nc2ccc(-n3ccc(=O)cc3)cc2s1,-0.2,-4,-2,97,-1,-15,1.7,-10,2,4
COc1cc(CCN2C(=O)c3cccc4cccc(c34)C2=O)c(S(=O)(=O)NCCO)cc1OC,-0.5,0,5,96,4,-1,-1.7,-1,26,2
Cc1cc2nc(SCC(=O)N(C)C)c3c(c2cc1C)CCCC3,0.1,-4,2,94,0,1,0.5,-6,4,-2
S=C(NCc1ccccc1)N1CCN(C(=S)NCc2ccccc2)CC1,-0.2,-3,-4,98,5,7,-0.1,-3,3,-1
O=C(c1cccs1)N1CCN(c2ccc(Cl)cc2)CC1,-0.1,0,-1,106,-5,0,1.7,-20,7,0
COC(=O)c1ccc(-c2noc(CN3C[C@H]4CC[C@H]3C4)n2)cc1,1.6,-4,4,108,9,1,2.9,1,6,2
NC(=O)CCC(NS(=O)(=O)c1ccc(Cl)cc1)C(=O)NCC1CCCCC1 (centres undefined),-0.1,15,8,99,-10,-8,-0.1,-3,3,0
O=C(c1ccccc1)c1ccccc1NC(=O)C1CCCN1Cc1ccccc1 (centres undefined),0.0,-3,-8,99,36,0,-0.7,-3,-7,-5
C=CCSc1nnc(CSc2nc3sc4c(c3c(=O)[nH]2)CCCC4)n1-c1ccccc1,0.1,-11,-1,109,-2,-7,-2.3,-5,7,2
C=C(C)C(=O)OCC(C)C,-0.2,0,-2,103,2,x,1.4,x,-1,4
CCC(C)NC(=O)CN(c1cc(C)cc(C)c1)S(=O)(=O)c1c(C)[nH]c(=O)[nH]c1=O (centres undefined),0.0,2,0,99,-6,-1,-0.1,-6,5,1
Cc1cc(C)c(OCCN(C)Cc2ccccc2)c(Br)c1,0.1,1,-1,101,-9,8,-0.8,-6,-9,-1
O=C1c2cccc3cccc(c23)C(=O)N1Cc1ccco1,-0.1,-5,0,105,0,-2,0.3,-3,7,1
CCN(CC)Cc1c(C(=O)N/N=C/c2ccncc2)nnn1-c1nonc1N,0.1,-3,-5,101,5,1,1.9,-20,-6,11
Cn1ncc2cc(NC(=S)NC(=O)c3ccccc3)ccc21,0.5,-1,-2,83,6,-5,1.0,-3,2,-4
O=C(O/N=C(/c1ccccc1)c1ccncc1)c1ccccc1[N+](=O)[O-],0.2,9,7,97,-5,3,-0.3,-2,4,0
COc1cc(CNC(C)c2ccccc2)cc(Br)c1OCc1ccccc1 (centres undefined),0.4,8,-6,93,88*,6,0.5,-6,-14,-2
COc1ccc(OC)c(NC(=O)CSc2nnc(CNC(=O)c3ccco3)o2)c1,0.1,3,-3,97,-1,0,0.2,-2,-4,1
Cc1cccc(N2C(=S)N=C(Nc3c(C)cccc3C)C23CCOC(C)(C)C3)c1 (centres undefined),-0.3,-4,2,91,0,8,-2.4,-6,-17,0
Cc1ccc(C2CC(=O)NC(SCCC(C)C)=C2C#N)cc1 (centres undefined),0.1,-15,-4,99,-7,11,-0.3,-3,-20,-3
COc1ccc(C(CNC(=O)COc2ccc(Cl)cc2C)N2CCCCC2)cc1 (centres undefined),0.8,1,-9,100,3,6,0.1,-3,2,-6
Cc1oc2cc3oc(=O)c(CC(=O)NCCC(=O)O)c(C)c3cc2c1C,0.5,11,2,97,-6,12,-0.3,-3,0,1
# (list continues)
SMILES,aDG glyco up,Vif inh,m5-HT2A agonist,ABCB6 inh 2,Granule exo inh,PDI inh,iPSC survival up,CaV13 ICDI inh,H9c2 protect,N-glyco inh
Cc1ccc(C(=O)c2c3ccc(C(F)(F)F)cc3[n+]([O-])n2CCC(N)=O)cc1,0.1,x,-5,99,0,-6,2.9,-7,-1,2
O=C(Nc1cc([N+](=O)[O-])ccc1N1CCOCC1)c1ccco1,0.2,-2,-2,99,0,2,-0.9,-2,13,0
NC(=O)CC[C@@H]1NC(=O)[C@H](CO)NC(=O)c2cc([N+](=O)[O-])cc(I)c2NCC[C@@H](C(N)=O)NC1=O,0.6,-5,-6,89,-1,-3,3.3,5,0,2
O=C(NN=C1CCCC1)c1cc(Cl)cc(Cl)c1O,0.0,11,0,99,-7,4,-0.3,-5,-1,-2
CC1CCCCC12NC(=O)N(CC(=O)Nc1ccccc1N1CCOCC1)C2=O (centres undefined),-0.3,0,9,97,4,-4,6.3,-5,-3,1
COC(=O)c1ccc(-c2ccco2)n1Cc1ccccc1Cl,-0.1,-14,-2,100,3,-5,-1.0,-5,-3,-3
O=C(Nc1c2c(nn1-c1ccccc1)CS(=O)(=O)C2)c1ccc(Br)o1,0.1,12,-3,99,0,5,0.5,5,5,0
CSc1nc2ccccc2cc1/C=C(\C#N)c1ccc(Cl)cc1Cl,-0.6,9,8,124,-2,-4,0.5,-5,-21,-1

# For convenience, 3 of the compounds above.
SMILES,aDG glyco up,Vif inh,m5-HT2A agonist,ABCB6 inh 2,Granule exo inh,PDI inh,iPSC survival up,CaV13 ICDI inh,H9c2 protect,N-glyco inh
COC(=O)c1ccc(-c2ccco2)n1Cc1ccccc1Cl,-0.1,-14,-2,100,3,-5,-1.0,-5,-3,-3
O=C(Nc1c2c(nn1-c1ccccc1)CS(=O)(=O)C2)c1ccc(Br)o1,0.1,12,-3,99,0,5,0.5,5,5,0
CSc1nc2ccccc2cc1/C=C(\C#N)c1ccc(Cl)cc1Cl,-0.6,9,8,124,-2,-4,0.5,-5,-21,-1

# Random draw from the library. About 3.1% of those tested had a hit in this group.
